Platelet DG rel: inhibitors of platelet dense granule secretion, primary screen, cell-based, MLPCN, human platelets; inhibition, %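 (compounds screened at 7.5 µM in platelet-rich plasma)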; AID 1663, 2009; hit rate 0.22% among 300,000; human platelet-rich plasma, SFLLRN dense granule ATP release, luminescence;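 active means mean replicate score, as percent of positive control, at or above 50; inconclusive means mean below 50 but at least one replicate at or above 50; inactive means mean and every replicate below 50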
Dyrk1A ADPGlo: rat Dyrk1A kinase inhibitors, primary screen, biochemical, single point, plate reader. inhibition, % at 12.5 µM. Dual specificity tyrosine-phosphorylation-regulated kinase 1A (Rattus norvegicus), Q63470. ADP-Glo luminescence, NFATc1 peptide. hit rate 0.43% among 310,000; in the data active means inhibition above about 50%;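 further: plate controls were vehicle with enzyme for no effect and no enzyme for full effect; many of its hits are not listed in these tables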
GSK3B inh: human GSK3beta kinase inhibitors, primary screen, biochemical, cell-free homogeneous, HTS | GST-GSK3beta kinase, ADP-Glo luminescence, 60 min; active compounds read low | Glycogen synthase kinase-3 beta (Homo sapiens), P49841 | activity score (negative = inhibition), % at 10 µM | hit rate 0.038% among 300,000;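 active means more than half of replicate wells score below -50%, meaning over 50% inhibition versus plate controls; inconclusive means some replicates but at most half score below -50%; inactive means no replicate scores below -50%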;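 further: 0% = median DMSO wells and -100% = median GW8510 positive control wells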
Target sequence (P49841 whole entry, looked up): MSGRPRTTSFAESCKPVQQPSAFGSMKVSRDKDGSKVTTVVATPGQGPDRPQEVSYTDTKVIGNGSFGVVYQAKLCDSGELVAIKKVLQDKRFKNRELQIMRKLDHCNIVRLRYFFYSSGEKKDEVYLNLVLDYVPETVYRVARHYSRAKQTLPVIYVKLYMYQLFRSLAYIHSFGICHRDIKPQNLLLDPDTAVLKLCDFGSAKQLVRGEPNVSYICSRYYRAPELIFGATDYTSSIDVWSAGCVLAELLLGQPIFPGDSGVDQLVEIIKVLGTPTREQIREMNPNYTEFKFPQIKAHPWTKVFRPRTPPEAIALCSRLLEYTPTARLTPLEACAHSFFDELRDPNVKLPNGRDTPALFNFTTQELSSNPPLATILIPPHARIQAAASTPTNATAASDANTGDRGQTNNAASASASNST
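Test system: GST-fused GSK3beta enzyme, cell-free | Quantity: 1.6 ng GST-GSK3beta enzyme per well | Reagent: 25 µM ATP with peptide substrate | Schedule: 60 min enzyme reaction, room temperature | Signal: Luminescent ADP-Glo measurement of ADP formed | Read-out basis: Score relative to plate controls | Control set: DMSO and 20 µM GW8510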
PolyA inhibitor: polyadenylation inhibitors in yeast reporter cells, primary screen, luminescence, S. cerevisiae | S. cerevisiae SKY197-pL101 polyadenylation reporter, beta-gal luminescence; efflux-impaired pdr1/pdr3 knockout yeast; score 100 = 6 SD above DMSO | calls only at 12 µM | hit rate 0.02% among 300,000;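 active means lowest replicate activity score at least 50, where 100 means six control SD above control mean; inconclusive means lowest score under 50 but half or more replicates reach 50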;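 further: yeast exposed to compound for 9 h at 30 °C; higher score means more reporter readthrough which indicates perturbed polyadenylation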
HSF1 activator: HSF-1 activators, primary screen, NIH3T3-HGL cells, MG132 stress, luminescence, single point | NIH3T3-HGL HSF-1 luciferase reporter, 8 h; 100% = twice DMSO control signal | activation, % at 9 µM | hit rate 1.7% among 300,000 | AID 504408, 2011;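 active means mean replicate activation of at least 50% with a set share of replicates each reaching 50%; inconclusive means only one of those two conditions met; inactive means mean below 50% and too few replicates reaching it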;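 further: 0% = median of the neutral control wells and 100% = twice that signal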
HDAC3 inhib: HDAC3 deacetylase inhibitors, primary screen, biochemical, fluorescence, cell-free homogeneous. hit rate 0.15% among 320,000. recombinant HDAC3, fluorogenic peptide/trypsin coupled. inhibition, % at 8.3 µM. Histone deacetylase 3 (Homo sapiens), O15379; in the data active means inhibition above about 26%, passing the limit was not always enough; inconclusive means no clear call, values can overlap the other calls
HSP90 inh: HSP90 inhibitors, primary screen, cell lysate, luminescence; Heat shock protein HSP 90 (rabbit reticulocyte lysate; luciferase refolding); Rabbit reticulocyte lysate, luciferase refolding luminescence, 3 h; inhibition, % at 5.6 µM; hit rate 0.91% among 290,000; AID 1789, 2009;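 active means inhibition above the screen-wide mean plus 3 SD, computed separately per campaign, cut at about 16% in these data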;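 further: 0% = DMSO wells and 100% = 60 µM geldanamycin wells; inhibitors lower the luminescence because luciferase stays unfolded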
HSF1 inh: HSF1 inhibitors in luciferase reporter cells, primary screen, cell-based, NIH3T3, luminescence. activity change, negative = inhibition, % at 7.5 µM (by protocol). NIH3T3-HGL HSE-luciferase, MG132-induced, luminescence 8 h; active compounds read low. hit rate 0.77% among 300,000;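 active means more than half of replicate wells show activity change below -50%, luminescence cut by over half; inconclusive means some wells, but at most half, below -50%; inactive means no replicate well below -50%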;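 further: luciferase reports HSF-1 transcriptional activity via heat shock element; 0% = median of DMSO wells and -100% = zero luminescence signal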
GSK3A inh: blockers of GSK3A enzyme activity – biochemical, luminescence, cell-free homogeneous, HTS, primary screen; Glycogen synthase kinase-3 alpha (Homo sapiens), P49840; GSK-3 alpha kinase, ADP-Glo luminescence, 60 min; inhibition, % at 10 µM; hit rate 0.1% among 320,000;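 in the data active means inhibition above about 50%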;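 further: GST-tagged GSK-3 alpha with peptide substrate and 25 µM ATP; 0% = DMSO neutral wells and 100% = GW8510 positive control wells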
Target sequence (P49840 whole entry, looked up): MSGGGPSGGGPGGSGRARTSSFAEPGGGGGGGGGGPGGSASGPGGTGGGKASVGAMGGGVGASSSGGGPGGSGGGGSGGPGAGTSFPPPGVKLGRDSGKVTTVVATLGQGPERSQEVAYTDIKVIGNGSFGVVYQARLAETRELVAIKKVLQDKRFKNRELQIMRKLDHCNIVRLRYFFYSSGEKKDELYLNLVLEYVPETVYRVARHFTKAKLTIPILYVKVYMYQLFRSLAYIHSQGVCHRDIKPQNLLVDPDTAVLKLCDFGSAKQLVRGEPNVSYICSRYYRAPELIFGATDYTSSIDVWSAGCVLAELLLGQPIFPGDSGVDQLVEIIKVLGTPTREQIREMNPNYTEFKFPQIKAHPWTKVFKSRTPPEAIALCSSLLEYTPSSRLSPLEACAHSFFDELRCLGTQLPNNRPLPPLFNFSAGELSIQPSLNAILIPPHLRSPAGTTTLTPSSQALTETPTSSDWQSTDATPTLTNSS
AI-2 QS modul: Vibrio harveyi AI-2 quorum sensing modulators, primary screen, JMH597 strain, luminescence/OD600 ratio. Vibrio harveyi JMH597 AI-2 luminescence/OD600 ratio, 9 h; active compounds read low; strain lacks LuxN and CqsS sensors; 0 = neutral-control median. activity change, % at 7.5 µM. hit rate 0.4% among 300,000; in the data active means activity change below about -75%, passing the limit was not always enough; inconclusive means no clear call, values can overlap the other calls;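 further: luminescence divided by OD600 gain over 9 h not by final OD600 alone; inactives centre near 13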
An asterisk follows results filed as active; i = inactive; ? = inconclusive; / = not tested or not shown.

SMILES	Platelet DG rel	Dyrk1A ADPGlo	GSK3B inh	PolyA inhibitor	HSF1 activator	HDAC3 inhib	HSP90 inh	HSF1 inh	GSK3A inh	AI-2 QS modul
Cc1c(Cl)cn2c(=O)cc(CN(C)Cc3nc4ccccc4c(=O)[nH]3)nc2c1Cl	15	/	-1	i	28	-1	2	11	-1	-4
CCc1ccc(CN(C)C(=O)C2CCC(=O)N(Cc3ccccn3)C2)cc1 (stereo not given)	-1	/	1	i	1	/	10	0	/	7
C(=C\c1ccccc1)/CSc1nnc(-c2cccnc2)n1Cc1ccco1	-5	-4	1	i	42	6	3	18	1	12
O=C(COc1ccc(Cl)cc1)OCC(=O)N1CCCc2ccccc21	4	-4	0	i	-13	9	-1	-9	1	8
N#Cc1nc(-c2ccc(F)cc2)oc1N1CCCC1	0	6	-1	i	24	-14	-1	6	10	2
CCn1c(CNC(=O)c2cccc(C)c2)nnc1SCC(=O)N1CCOCC1	-6	3	1	i	-6	2	-5	1	-3	19
Cc1csc2nc(O)c(C(=O)NCc3ccc4c(c3)OCO4)c(=O)n12	-12	-5	1	i	4	/	/	1	/	24
CC(C)(C)OC(=O)NC1CCN(S(=O)(=O)c2ccc3c(c2)OCCO3)CC1	1	4	-1	i	14	/	-3	1	/	11
O=C1CCCN1c1ccc(S(=O)(=O)Oc2ccc(Cl)cc2)cc1[N+](=O)[O-]	-26	9	0	i	16	-3	4	-4	0	3
CCc1nc(N[C@@H](Cc2c[nH]c3ccccc23)C(=O)O)c2oc3ccccc3c2n1	-16	11	-1	i	4	1	1	1	-3	21
COc1cccc(C(=O)Nc2ccc(N3CCN(Cc4ccccc4)CC3)cc2)c1	-2	-3	3	i	9	3	7	5	-2	4
COc1ccc(C(=O)NNC(=S)NC(=O)c2ccco2)cc1	4	3	-1	i	24	4	-2	5	0	-149*
COc1ccccc1CNC(=O)c1ccc(CS(=O)(=O)c2ccccc2OC)o1	6	-3	2	i	20	-2	-1	-3	-3	19
COc1ccc(OC)c(S(=O)(=O)Nc2cccc(-c3ccc(N4CCCCCC4)nn3)c2)c1	-1	-6	-2	i	7	-3	-1	13	-1	8
CCN(CC(=O)Nc1c(F)cccc1F)C(=O)CSCC(=O)Nc1cc(C)on1	-2	-5	0	i	-16	-6	/	-7	-2	23

3 entries out of the list, arranged by molar mass, largest number first.
SMILES	Platelet DG rel	Dyrk1A ADPGlo	GSK3B inh	PolyA inhibitor	HSF1 activator	HDAC3 inhib	HSP90 inh	HSF1 inh	GSK3A inh	AI-2 QS modul
CCN(CC(=O)Nc1c(F)cccc1F)C(=O)CSCC(=O)Nc1cc(C)on1	-2	-5	0	i	-16	-6	/	-7	-2	23
COc1ccccc1CNC(=O)c1ccc(CS(=O)(=O)c2ccccc2OC)o1	6	-3	2	i	20	-2	-1	-3	-3	19
COc1cccc(C(=O)Nc2ccc(N3CCN(Cc4ccccc4)CC3)cc2)c1	-2	-3	3	i	9	3	7	5	-2	4

Additional compounds follow.
SMILES	Platelet DG rel	Dyrk1A ADPGlo	GSK3B inh	PolyA inhibitor	HSF1 activator	HDAC3 inhib	HSP90 inh	HSF1 inh	GSK3A inh	AI-2 QS modul
Cc1ccc(C(=O)NC(=S)N2CCN(C)CC2)cc1Br	3	-5	1	i	-1	/	2	-6	/	22
COc1cc(OC)cc(C(=O)NCC(=O)OCC(=O)c2cc(C)n(Cc3ccco3)c2C)c1	2	-1	1	i	-16	7	3	1	1	9
COc1cc(C(=O)Nc2cc(C)ccn2)ccc1OCC(=O)N1CCOCC1	9	7	0	i	-1	6	-6	-4	-3	32
CCOC(=O)c1ccc(NC(=O)COc2ccc(S(=O)(=O)NC(C)C)cc2)cc1	-1	5	0	i	?	-2	-1	20	-1	-8
O=C(CCNS(=O)(=O)c1ccc(Cl)cc1)NCc1cccnc1	-6	7	3	i	2	2	0	-3	-7	-7
O=C(CN1C(=O)NC2(CCCC2)C1=O)N1CCN(C(=O)c2ccco2)CC1	-5	0	4	i	-13	0	1	-3	-3	17
Cc1onc(-c2c(F)cccc2Cl)c1C(=O)OCC(=O)NC(N)=O	18	5	0	i	-4	-10	-8	0	2	1
COc1ccc(NC(=O)CC(Cc2ccc(Cl)cc2)C(=O)O)cc1 (stereo not given)	-8	3	3	i	-2	0	-3	-8	-3	23
CN(C(=O)c1ccc(Br)o1)C1CCCCC1	1	-1	1	i	25	8	-2	11	0	27
c1ccc(CCn2nnc3ccccc32)cc1	-3	-1	-2	i	46	2	0	29	3	26
CCCc1nnc(NC(=O)c2nc(S(=O)(=O)Cc3ccc(C)cc3)ncc2Cl)s1	-21	-1	1	i	-82	3	5	-80*	-2	5
Cc1ccccc1-n1nc2c(c1NC(=O)CCCl)CSC2	1	-3	3	i	1	-4	3	-4	-5	13
CCOC(=O)N1CCN(C(=O)C2CCN(S(C)(=O)=O)CC2)CC1	-1	-8	1	i	-17	-2	-2	-4	3	26
CCCCCn1c(N)c(C#N)c2nc3ccccc3nc21	-3	30	-3	i	11	-3	1	19	4	32
COc1cc(NC(=O)CN2CCC(Cc3ccccc3)CC2)c(C)cc1[N+](=O)[O-]	3	-4	-1	i	8	-8	-1	3	-2	14
O=S(=O)(c1ccc(NCCc2c[nH]c3ccccc23)nc1)N1CCOCC1	-5	-1	1	i	4	10	1	-6	0	9
Cc1nn(Cc2ccccc2)c(C)c1C(=O)OCC(=O)c1cc(C)n(CC(F)(F)F)c1C	-2	-21	1	i	0	20	6	-4	-4	27
O=C(N/N=C(\c1ccccc1)c1cccnc1)c1cc(O)ccc1O	-7	/	1	i	0	-1	1	-2	0	13
Cc1cc(C)cc(NC(=O)CSc2nc3ccncc3[nH]2)c1	2	2	0	i	-19	2	6	-2	-1	-6
C[C@H](NC(=O)Cc1cccc2ccccc12)C(=O)N1CCCN(C)CC1	4	/	-4	i	6	-2	1	2	1	12
O=[N+]([O-])c1cc(Cl)ccc1N1CCOCC1	1	-3	-2	i	3	0	2	0	0	8
O=C(CSc1ncn[nH]1)N/N=C/c1ccc(Br)cc1	3	0	0	i	-9	3	0	0	3	19
COc1ccc(S(=O)(=O)N2CCC(C(=O)Nc3ccccc3C)CC2)c2cccnc12	-3	2	1	i	-1	-3	-3	-3	-5	23
COc1ccccc1NCCC#N	-2	-8	0	i	13	-1	5	-6	-2	30
O=C(NC1CCN(Cc2ccccc2)CC1)c1ccc(N2CC3CC(C2)c2cccc(=O)n2C3)c([N+](=O)[O-])c1 (stereo not given)	3	-5	1	i	0	15	-4	-6	-3	37
CN1CCN(S(=O)(=O)c2cccc(C(=O)NC3CCCc4ccccc43)c2)CC1 (stereo not given)	/	-2	1	i	0	3	-2	2	-5	6
Cc1cccc(NS(=O)(=O)c2ccc(C(=O)N3CCCC3)cc2)c1C	-1	0	1	i	-10	-4	/	-3	1	1
COCCNCCCOc1ccc(Cl)cc1Br	-3	/	1	i	36	-6	-6	4	/	11
C[N+](C)=C1SCC(C)(/C=N/O)S1 (stereo not given)	12	0	-4	i	16	-4	-1	10	2	5
O=C(CCc1ccccc1)Nc1cc(Cl)ccc1O	-5	2	0	i	6	2	3	1	0	-97*

Some of the entries above in another layout.
> CCc1nc(N[C@@H](Cc2c[nH]c3ccccc23)C(=O)O)c2oc3ccccc3c2n1
  Platelet DG rel = -16 | Dyrk1A ADPGlo = 11 | GSK3B inh = -1 | PolyA inhibitor = i | HSF1 activator = 4 | HDAC3 inhib = 1 | HSP90 inh = 1 | HSF1 inh = 1 | GSK3A inh = -3 | AI-2 QS modul = 21
> COc1cccc(C(=O)Nc2ccc(N3CCN(Cc4ccccc4)CC3)cc2)c1
  Platelet DG rel = -2 | Dyrk1A ADPGlo = -3 | GSK3B inh = 3 | PolyA inhibitor = i | HSF1 activator = 9 | HDAC3 inhib = 3 | HSP90 inh = 7 | HSF1 inh = 5 | GSK3A inh = -2 | AI-2 QS modul = 4
> COc1ccc(C(=O)NNC(=S)NC(=O)c2ccco2)cc1
  Platelet DG rel = 4 | Dyrk1A ADPGlo = 3 | GSK3B inh = -1 | PolyA inhibitor = i | HSF1 activator = 24 | HDAC3 inhib = 4 | HSP90 inh = -2 | HSF1 inh = 5 | GSK3A inh = 0 | AI-2 QS modul = -149*
> COc1ccccc1CNC(=O)c1ccc(CS(=O)(=O)c2ccccc2OC)o1
  Platelet DG rel = 6 | Dyrk1A ADPGlo = -3 | GSK3B inh = 2 | PolyA inhibitor = i | HSF1 activator = 20 | HDAC3 inhib = -2 | HSP90 inh = -1 | HSF1 inh = -3 | GSK3A inh = -3 | AI-2 QS modul = 19

Other entries.
SMILES	Platelet DG rel	Dyrk1A ADPGlo	GSK3B inh	PolyA inhibitor	HSF1 activator	HDAC3 inhib	HSP90 inh	HSF1 inh	GSK3A inh	AI-2 QS modul
CCN(CC)CCCCN1c2ccccc2Sc2ccccc21	5	-6	-4	i	-10	-8	6	-6	2	11
CCOc1cccc(/C=C/c2ccc3ccccc3n2)c1OC(C)=O	1	-2	3	i	132*	2	12	109	1	31
CCN(CC)S(=O)(=O)c1ccc(C(=O)NNC(=O)c2cccs2)cc1	4	-9	2	i	-5	1	2	-1	5	14
COc1ccc(C(C)(C)NC(=O)C2CCC(=O)N(C3CC3)C2)cc1OC (stereo not given)	-10	3	1	i	-15	0	2	1	0	-9
Clc1ccc(-c2cc(-c3nnc4n3CCCCC4)c3ccccc3n2)cc1	7	-3	4	i	-7	-3	1	11	1	5
Cc1cc(C(=O)COC(=O)c2nccnc2N)c(C)n1C	-1	3	-3	i	20	-8	9	10	1	8
CC(C)Sc1nc2c(c(=O)[nH]c(=O)n2C)n1C	4	-1	4	i	23	-3	-2	7	2	9
Cc1cccc(C(=O)O/N=C2\CCCc3ccccc32)c1	-1	0	-2	i	-25	-9	2	-12	-1	17
O=C(Nc1ccc(Br)cc1)c1cccc(N2C(=O)CCC2=O)c1	-5	-1	3	i	17	-2	-1	11	0	44
CCSc1nnc(Cn2c(=O)sc3ccccc32)n1-c1ccc(OC)cc1	1	10	3	i	-2	5	-4	-7	-1	11
Cc1ccc(S(=O)(=O)N2CCC(N3CCCCCC3)CC2)cc1	0	3	-3	i	9	6	0	-1	5	19

Source: PubChem (several laboratories)

A portion of the library; count on the stated rates, not on these rows.
